# tim10-1 inh = growth inhibitors of tim10-1 mutant yeast, primary screen, luminescence, uHTS | S. cerevisiae tim10-1 ts strain growth, BacTiter-Glo, 24 h | inhibition, % at 20 µM | AID 463190, 2010 | 330,000 tested, 2.2% active;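 active = inhibition of at least 40%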;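 note: mutant grown at 25 °C; 0% = DMSO wells with yeast and 100% = wells holding no yeast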
# TIM10 inh = growth inhibitors of isogenic TIM10 control yeast, primary screen, counter-screen for tim10-1 yeast inhibitor project, luminescence, uHTS. inhibition, % at 10 µM. 330,000 tested, 1.4% active. S. cerevisiae TIM10 strain growth, BacTiter-Glo luminescence, 24 h;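 active = inhibition of 40% or more at the single tested concentration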;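 note: wild-type TIM10 isogenic control strain grown at permissive 25 °C; 0% = DMSO yeast wells and 100% = minimal medium wells without yeast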
# hIAP act = human IAP activators, primary screen, biochemical, luminescence, uHTS. Intestinal-type alkaline phosphatase (Homo sapiens), P09923. purified human IAP, CDP-Star luminescence, 30 min; stronger effect = higher value; 1 = vehicle-only enzyme, 0 = enzyme-free background. activation factor at 10 µM. 330,000 tested, 0.16% active;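 active = activation factor of the enzyme at least 2-fold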; note: the source names both 10 and 20 µM as test concentration; values of inactives mirror those of a sister screen read the other way
# Target sequence (P09923 whole entry, looked up): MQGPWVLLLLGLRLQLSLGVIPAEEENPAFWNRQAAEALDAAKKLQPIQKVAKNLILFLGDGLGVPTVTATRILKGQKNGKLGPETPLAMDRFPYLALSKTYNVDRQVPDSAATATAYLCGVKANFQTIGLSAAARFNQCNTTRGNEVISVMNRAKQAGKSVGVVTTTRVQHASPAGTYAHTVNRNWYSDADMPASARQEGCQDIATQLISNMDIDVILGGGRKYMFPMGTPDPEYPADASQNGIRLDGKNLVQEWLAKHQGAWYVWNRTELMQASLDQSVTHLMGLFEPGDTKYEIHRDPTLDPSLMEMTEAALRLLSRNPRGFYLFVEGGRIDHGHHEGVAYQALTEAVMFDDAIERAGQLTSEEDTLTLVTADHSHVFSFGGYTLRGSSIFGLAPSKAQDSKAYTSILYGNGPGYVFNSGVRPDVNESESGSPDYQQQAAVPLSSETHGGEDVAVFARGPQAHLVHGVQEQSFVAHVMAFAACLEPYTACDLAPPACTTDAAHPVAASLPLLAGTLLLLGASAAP
# Apaf1 inhib = inhibitors of human Apaf-1 apoptosome, primary screen, biochemical, DEVD-Rh110 fluorescence, uHTS | reconstituted apoptosome caspase-3 activity | inhibition, % at 20 µM | 330,000 tested, 0.71% active | AID 489030, 2010; active = inhibition of at least 40% at 20 µM;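 note: plate controls were DMSO wells for no effect and DEVD-CHO caspase inhibitor wells for full effect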
#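 Assay system: Apoptosome proteins | Medium: pH 7.5 Hepes buffer with CHAPS, BSA, DTT | Also added: Cytochrome c and DEVD-Rh110 substrate | Times: 30 min plus 50 min, RT | Detection: Rhodamine 110 fluorescence at Ex 480/Em 540 nm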
# NALP3 yeast inh = NALP3 inflammasome inhibitors in reconstituted yeast, primary screen, luminescence, uHTS; 330,000 tested, 0.39% active; inhibition, % at 10 µM; Yeast reconstituted NLRP3/ASC/caspase-1, beta-gal luminescence, 24 h;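 active = inhibition of 50% or more; inactive = inhibition below 50%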;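 note: plate controls were induced DMSO wells for no effect and uninduced yeast grown without galactose for full effect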
# mIAP inh = inhibitors of mouse IAP, primary screen, biochemical, luminescence, uHTS. 330,000 tested, 0.2% active. inhibition, % at 10 µM. AID 2806, 2010. purified mouse IAP, CDP-Star luminescence, 30 min;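 active = inhibition of at least 40% at 10 µM in the primary screen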;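 note: plate controls were DMSO with enzyme for no effect and no enzyme wells for full effect; values of inactives mirror those of a sister screen read the other way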
# hIAP inh = human IAP inhibitors, primary screen, biochemical, luminescence, uHTS. Intestinal-type alkaline phosphatase (Homo sapiens), P09923. purified IAP, CDP-Star luminescence, 30 min. inhibition, % at 10 µM. 330,000 tested, 0.12% active;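 active = inhibition reaching a set limit with compound at 10 µM in the primary screen, cut at about 35% in these data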;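 note: plate controls were DMSO wells with enzyme for no effect and no-enzyme buffer wells for full effect; values of inactives mirror those of a sister screen read the other way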
# mIAP act = activators of mouse IAP, primary screen, biochemical, luminescence, uHTS. activation factor at 10 µM. intestinal alkaline phosphatase [Mus musculus]. 330,000 tested, 0.24% active. muIAP, CDP-Star luminescence, 30 min; stronger effect = higher value; 1 = vehicle-only enzyme signal, 0 = enzyme-free wells;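 active = activation factor of at least 2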; note: the source names both 10 and 20 µM as test concentration; values of inactives mirror those of a sister screen read the other way
#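 also added = chemiluminescent substrate CDP-Star | test system = mouse IAP enzyme | signal = chemiluminescence readout | compound = DMSO-dissolved test compounds | incubation = 30 min at room temperature | benchmarks = DMSO wells, no-enzyme wells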
# ATG4B inh = ATG4B protease inhibitors, primary screen, biochemical, fluorescence, uHTS | 340,000 tested, 0.51% active | Cysteine protease ATG4B (Homo sapiens), Q9Y4P1 | ATG4B cleavage of LC3-PLA2, NBD-HPC fluorescence, 1 h | inhibition, % at 8.33 µM; in the data active = inhibition above about 40%
# Target sequence (Q9Y4P1 whole entry, looked up): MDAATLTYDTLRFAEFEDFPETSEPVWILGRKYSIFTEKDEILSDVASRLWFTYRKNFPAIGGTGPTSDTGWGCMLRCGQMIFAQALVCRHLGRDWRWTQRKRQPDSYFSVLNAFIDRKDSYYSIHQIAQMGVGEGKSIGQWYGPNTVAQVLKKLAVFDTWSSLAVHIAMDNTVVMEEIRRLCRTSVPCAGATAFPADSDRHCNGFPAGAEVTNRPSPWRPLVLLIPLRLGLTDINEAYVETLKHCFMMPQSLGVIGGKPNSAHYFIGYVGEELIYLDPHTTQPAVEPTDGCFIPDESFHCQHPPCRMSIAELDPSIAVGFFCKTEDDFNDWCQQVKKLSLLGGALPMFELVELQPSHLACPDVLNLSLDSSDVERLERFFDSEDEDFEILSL
# Active calls of the source: *.
canonical_smiles,tim10-1 inh,TIM10 inh,hIAP act,Apaf1 inhib,NALP3 yeast inh,mIAP inh,hIAP inh,mIAP act,ATG4B inh
COc1ccc(C(C(=O)NC2CCCC2)N(C(=O)Cc2cccs2)C2CC2)cc1OC (centres undefined),4,2,0.97,-3,11,1,2,0.99,-3
CCCn1nc(Oc2nc(N(C)C)nc(N(C)C)n2)ccc1=O,5,-3,1,-6,17,-2,0,1,6
CCOC(=O)N1CCC(NC(=O)C2CCN(S(=O)(=O)c3cnc[nH]3)CC2)CC1,-4,-5,1,3,-3,6,-2,0.94,-6
COc1ccc(-n2nc(C(=O)NCC(=O)N3CCOCC3)c3ccccc3c2=O)cc1OC,-10,5,0.88,-1,-4,-5,12,1.1,-11
O=C(CC1OC(=O)c2ccccc21)NC1CCCCC1 (centres undefined),14,8,1,-1,4,-9,-1,1.1,-1
C=CCOc1ccc2c(OC)c3ccoc3nc2c1OC,11,16,1.3,5,25,-10,-30,1.1,0
CCCCn1c(N)c(N(CC(C)C)C(=O)c2cccc(S(=O)(=O)N3CCN(C(C)=O)CC3)c2)c(=O)[nH]c1=O,-26,-11,1.1,7,-6,9,-10,0.91,6
CCn1nc(C)c(CN2CCC(n3nccc3NC(=O)CCCc3ccccc3)CC2)c1C,3,-6,1.3,0,-1,-24,-34,1.2,-7
COc1ccc(S(=O)(=O)NC(C)C)cc1C(=O)N1CCOCC1,3,-7,1,-15,0,6,-1,0.94,3
COc1cccc(-c2cc(C(=O)Nc3ccn(Cc4ccc(C)cc4)n3)no2)c1,5,4,1.1,-9,5,3,-5,0.97,-3
NC(=O)c1cc(N)ccc1N1CCCC1,0,-12,0.82,44*,8,19,18,0.81,-3
O=C(COC(=O)c1cc2ccccc2o1)c1ccccc1,17,10,0.82,6,8,-4,18,1,26
CCOC(=O)c1cnc2ccc(C)cn2c1=O,-12,-18,1.1,-21,0,1,-11,0.99,8
Cc1c(C(=O)Nc2nc3ccccc3[nH]2)cccc1[N+](=O)[O-],7,5,1.1,0,10,19,-6,0.81,-4
Cc1ccc(C(=O)CN2C(=O)C(C)Oc3ccccc32)cc1 (centres undefined),0,0,0.98,7,16,-8,2,1.1,-4
O=C(Cn1nnc(N2CCCC2)n1)N/N=C/c1ccc(Cl)cc1,13,-1,1.1,6,13,6,-6,0.94,12
Cc1nn(-c2ccccc2)c(Cl)c1/C=N/Nc1ccc(S(=O)(=O)Nc2ccccc2C(=O)O)cc1[N+](=O)[O-],42*,5,0.93,16,11,30,7,0.7,67*
C=CCc1ccccc1OCC(O)Cn1ccnc1C (centres undefined),-2,-1,0.97,-11,20,18,3,0.82,4
Cc1cccc(C(=O)NNC2=CC(=O)CC(C)(C)C2)c1O,14,-2,1,-13,-3,-2,-3,1,3
COc1ccc(OC)c(/C=C/c2c([N+](=O)[O-])c(=O)n(C)c(=O)n2C)c1,25,8,1,-1,10,12,-4,0.88,2
O=C(O)C(Cc1c[nH]c2ccccc12)N1C(=O)C2C3c4ccccc4C(c4ccccc43)[C@@H]2C1=O (some centres undefined),5,17,0.99,-13,-4,-3,1,1,-3
CCOC(=O)c1cnc(SCc2ccc(C(C)(C)C)cc2)nc1N,0,9,0.84,7,-25,-2,16,1,4
COc1ccc(Nc2ccc(Cl)cc2)c(C(=O)O)c1,7,-12,1,9,-1,9,0,0.91,18
CC(C)(C)c1ccc(C(=O)Nc2ccc3c(c2)C(=O)NC3=O)cc1,-11,9,1.3,-8,5,-4,-33,1,-3
Cc1ccc(-c2cc(-c3ccccc3)nc(Cl)n2)cc1,30,33,0.96,4,21,2,4,0.98,2
Cc1ccnc(NC(=O)c2cccc3ccccc23)c1,1,11,0.93,4,16,5,7,0.95,3
Nc1ccc(C(=O)O)cc1S(=O)(=O)O,3,-1,1.1,-12,-6,-4,-11,1,-3
O=C(NCc1ccco1)Nc1ccc2snnc2c1,2,-10,0.98,10,0,-2,2,1,4
CS(=O)(=O)N(CC(=O)Nc1ccccc1Br)Cc1ccccc1,12,9,1.1,3,14,1,-10,0.99,-3
CCC(=O)OC1(C(=O)CCl)[C@@H](C)C[C@H]2[C@@H]3CCC4=CC(=O)C=C[C@]4(C)[C@@]3(F)[C@@H](O)C[C@@]21C (some centres undefined),-4,6,0.98,16,12,-2,2,1,-4
CN(c1ccccc1)c1nc(N2CCCC2)nc(-n2ccnc2)n1,-4,19,0.94,12,17,0,6,1,-8
O=C1C[C@@H]2c3c(cccc3CN1Cc1ccc(F)cc1)C[C@@H](O)[C@H]2O,12,-2,1.1,1,-15,3,-10,0.97,-7
CS(=O)(=O)Nc1ccc(C2=NN(S(C)(=O)=O)C(c3ccccc3)C2)cc1 (centres undefined),2,-7,0.97,2,-11,-16,3,1.2,8
c1ccc2c(c1)nc1n2CCN1CCNC1CCCCC1,-4,-7,0.91,4,7,2,9,0.98,-3
CCOc1ccc(Oc2ccc(NS(=O)(=O)c3cc(C(=O)O)ccc3Cl)cc2)cc1,8,8,1,1,13,1,-4,0.99,-32
O=C(OCC(=O)c1ccco1)c1ccc2ncsc2c1,24,8,1.1,3,-17,-2,-12,1,-16
O=C(CCC(=O)Nc1ccccc1)NCCO,-4,-2,0.91,-5,17,14,9,0.86,-6
COc1ccc2[nH]c3c(=O)n(CCCCC(=O)NCCC(C)C)c(=S)[nH]c3c2c1,-28,6,1.1,-2,22,10,-6,0.9,-2
Cc1nc(Nc2ccc(Cl)cc2Cl)sc1C(=O)Nc1ccccc1,47*,15,1.6,17,39,6,-59,0.94,-7
Cc1onc(-c2c(F)cccc2Cl)c1C(=O)Nc1sc2c(c1C(N)=O)CCC2,32,28,0.97,5,1,12,3,0.88,-1
O=C(C1CCCN1S(=O)(=O)c1cccc2nsnc12)N1CCCCCC1 (centres undefined),11,9,0.96,-21,4,8,4,0.92,-8
O=C(NCc1n[nH]c(=S)n1-c1cccc(Cl)c1)c1ccc(S(=O)(=O)N2CCCC2)cc1,3,-4,0.87,-10,11,-3,13,1,-2
Cc1cccc(C)c1OCc1nnc(SCC(=O)NCCc2ccccc2)o1,38,19,1,7,21,1,0,0.99,7
CCOc1cc(NC(=O)c2ccccn2)c(OCC)cc1NC(=O)c1cccc(C)c1,9,11,0.96,-8,5,14,4,0.86,-3
OC1(c2ccc(F)cc2)CCN(Cc2nnnn2Cc2cccs2)CC1,12,10,0.93,-4,-11,-3,7,1,-1
Cc1cccc(CCNC(=O)CCS(=O)(=O)c2ccc(Br)cc2)c1,14,-3,1.1,-3,-5,-4,-6,1,7
Cc1cc(F)ccc1S(=O)(=O)NCC1CC2CCC1C2 (centres undefined),32,15,0.99,17,26,-9,1,1.1,-4
O=C(CCc1ccccc1)Nc1cc2c3c(c1)CC(=O)N3CCC2,3,4,0.87,3,25,6,13,0.94,8
CCN(CC(=O)NCc1ccc(Cl)cc1)C(=O)CN1C(=O)NC(C)(c2ccccc2)C1=O (centres undefined),-11,2,1.2,-5,-1,-2,-23,1,-7
O=C(Cn1nc(-c2ccco2)ccc1=O)Nc1ccc(Br)cc1,6,-25,0.97,2,10,0,3,1,-1
Cc1ccc(C(=O)NCC(=O)N2CCc3ccccc3C2)cc1C,-19,4,0.96,13,21,2,4,0.98,1
CCOc1ccc(NC(=S)Nc2ccc(OCc3ccccc3)cc2)cc1,10,5,1.1,-2,25,-7,-6,1.1,1
O=C(CSc1nc2ccccc2[nH]1)Nc1ccc2c(c1)CCC2,7,26,1,8,5,20,-4,0.8,-12
COc1ccccc1CNC(=O)C1=C(C)C(=O)OC12CCC(C)CC2 (centres undefined),18,5,0.82,-1,13,4,18,0.96,-13
O=C(CSc1nnc(-c2ccccc2)n1-c1ccc(Cl)cc1)NNC(=S)Nc1ccccc1,16,12,1.6,20,-9,-10,-64,1.1,16
CCC(=O)Nc1ccc2c(c1)ncn2-c1ccccc1,13,5,1.1,-9,-3,6,-12,0.94,-7
N=c1n(Cc2ccccc2Cl)c2ccccc2n1CC(O)c1ccco1 (centres undefined),3,0,1.2,1,-2,2,-15,0.98,-2
O=C(Nc1ccon1)C(Sc1ccccc1)c1ccccc1 (centres undefined),27,21,0.83,-15,5,-3,17,1,0
CCOC(=O)/C(=C/c1ccc(Cl)cc1)NC(=O)c1ccco1,40*,-7,1.7,8,-11,-1,-66,1,-4
COc1ccc(CCNC(=O)Cc2ccc(OC)c(OC)c2)cc1OC,29,-7,1.1,9,-1,-17,-14,1.2,-20

# An excerpt of these results, with each value named:
> O=C(CSc1nnc(-c2ccccc2)n1-c1ccc(Cl)cc1)NNC(=S)Nc1ccccc1
  tim10-1 inh = 16; TIM10 inh = 12; hIAP act = 1.6; Apaf1 inhib = 20; NALP3 yeast inh = -9; mIAP inh = -10; hIAP inh = -64; mIAP act = 1.1; ATG4B inh = 16
> CN(c1ccccc1)c1nc(N2CCCC2)nc(-n2ccnc2)n1
  tim10-1 inh = -4; TIM10 inh = 19; hIAP act = 0.94; Apaf1 inhib = 12; NALP3 yeast inh = 17; mIAP inh = 0; hIAP inh = 6; mIAP act = 1; ATG4B inh = -8
> O=C(Nc1ccon1)C(Sc1ccccc1)c1ccccc1 (centres undefined)
  tim10-1 inh = 27; TIM10 inh = 21; hIAP act = 0.83; Apaf1 inhib = -15; NALP3 yeast inh = 5; mIAP inh = -3; hIAP inh = 17; mIAP act = 1; ATG4B inh = 0

# Other structures follow.
canonical_smiles,tim10-1 inh,TIM10 inh,hIAP act,Apaf1 inhib,NALP3 yeast inh,mIAP inh,hIAP inh,mIAP act,ATG4B inh
COC(=O)c1ccc(NS(=O)(=O)c2ccccc2)o1,-12,8,0.89,5,9,0,11,1,2
CC1=NN(C(=O)c2ccccc2F)C(O)(c2ccc(Cl)cc2)C1 (centres undefined),9,-3,1.1,-2,30,6,-14,0.94,-6
O=C(c1cc2ccccc2c(=O)o1)N1CCc2ccccc2C1,4,-10,0.98,5,18,-7,2,1.1,-2
CC(=O)C1=C(C)OC(N)=C(C#N)C1c1cccc([N+](=O)[O-])c1 (centres undefined),14,-3,1.1,5,6,-3,-11,1,-6
CCCNC(=O)Nc1ccc(C(F)(F)F)cc1,18,4,0.93,2,18,-12,7,1.1,8
O=C(COC(=O)c1cc(S(=O)(=O)N2CCOCC2)ccc1F)Nc1cc([N+](=O)[O-])ccc1F,0,-11,1.1,-6,2,2,-6,0.98,-11
CC1CCN(CCCCOc2ccccc2Br)CC1,-37,-18,0.99,-4,18,2,1,0.98,4
O=C(COc1ccc2ccccc2c1)NNC(=O)c1cnccn1,13,0,1.6,5,1,26,-63,0.73,0
Cc1ccc(Oc2nc(-c3ccccc3)ncc2S(=O)(=O)c2ccc(C)cc2)cc1,-10,-4,1.3,5,2,16,-31,0.84,-1
CCOC(=O)C1CCCN(C(=S)Nc2cccc(Cl)c2)C1 (centres undefined),18,23,0.98,-1,5,-13,2,1.1,-3
Nc1cc(=O)[nH]c(SCC(=O)c2ccc(F)cc2)n1,9,5,0.85,4,2,7,15,0.93,-1

# Source: PubChem BioAssay
